Bioassay records from PubChem.
PV pol inh – poliovirus RNA polymerase inhibition | P03300 | poliovirus polymerase elongation, fluorescence polarization; stronger effect = lower value | % elongation, % (compound at 16.7 µg/mL) | 0.66% of 150,000 active | AID 588519; in the data active = % elongation below about 90%; note: some results filed as inactive read as strong as hits
Target sequence (P03300 1749-2209 limits assumed): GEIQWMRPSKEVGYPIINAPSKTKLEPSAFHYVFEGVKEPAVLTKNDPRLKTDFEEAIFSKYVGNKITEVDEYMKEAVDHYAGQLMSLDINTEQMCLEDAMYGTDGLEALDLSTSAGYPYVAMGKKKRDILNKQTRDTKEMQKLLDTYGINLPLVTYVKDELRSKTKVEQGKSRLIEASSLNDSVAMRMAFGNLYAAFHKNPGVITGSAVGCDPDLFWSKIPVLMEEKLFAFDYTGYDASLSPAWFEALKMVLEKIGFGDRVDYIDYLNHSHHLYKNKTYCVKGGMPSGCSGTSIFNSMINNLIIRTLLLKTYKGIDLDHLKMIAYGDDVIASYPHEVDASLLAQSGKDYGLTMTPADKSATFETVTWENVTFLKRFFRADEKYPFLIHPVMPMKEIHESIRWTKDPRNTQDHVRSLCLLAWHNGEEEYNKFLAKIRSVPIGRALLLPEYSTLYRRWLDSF
PV pol inh FP z-score – second read-out of PV pol inh, no call of its own (marks repeat the call); z-score; measured here: FP z-score; hits read low
* marks the source's active call; other numbers are inactive results.

SMILES | PV pol inh | PV pol inh FP z-score
COc1cc2c(cc1OC)C1C(C(=O)N(C)C3CCCCC3)c3ccccc3C(=O)N1CC2 (configuration not stated) | 98 | -0.3
O=C(O)c1c2c(nc3ccc(S(=O)(=O)N4CCC(C(=O)NCc5ccc(Cl)cc5)CC4)cc13)CCCC2 | 105 | -0.8
Cc1csc(C(C#N)C(=O)CSc2nc(-c3ccccc3)c(-c3ccccc3)o2)n1 (configuration not stated) | 112 | 2.1
CC(=O)Nc1ccc(NC(=O)c2cccc(N(C)C)c2)cc1 | 100 | -0.3
Cn1c(N)c(C(=O)CSc2nnc(C3CC3)n2-c2ccccc2)c(=O)[nH]c1=O | 100 | 0
Cc1noc2ncn(CC(=O)N3CCC(C)CC3)c(=O)c12 | 102 | -0.1
CC(C)NC(=O)c1ccc(CS(=O)c2ccc(Cl)cc2)o1 (configuration not stated) | 102 | 0.4
CC1CCN(CC(=O)c2ccc(OC(F)F)cc2)CC1 | 102 | -0.1
Cc1ccc(N2C(=S)NC3c4cc(Cl)ccc4OC2(C)C3C(=O)Nc2ccc(C)cc2C)cc1 (configuration not stated) | 102 | 0
Cc1cc(C)cc(NC(=O)C(=O)NCC(c2ccc3c(c2)OCO3)N2CCOCC2)c1 (configuration not stated) | 109 | 0.4
O=C1COc2ccc(C(=O)COC(=O)c3cccc(S(=O)(=O)N4CCCCC4)c3)cc2N1 | 101 | -0.3
Cc1c(Cl)cccc1NC(=O)C1CCCN(c2ncnc3onc(C)c23)C1 (configuration not stated) | 113 | 1.1
Cc1cc(NC(=O)C2CCN(S(=O)(=O)c3cccc4nsnc34)CC2)ccc1Br | 110 | 0.3
COc1ccccc1CNC(=O)c1cccc(F)c1 | 103 | 0.1
CCOC(=O)N1CCC(Nc2nc3ccccc3c3nnc(C)n23)CC1 | 104 | 0.5
CCC1Oc2ccc(C)cc2N(CC(=O)NCCc2ccccc2)C1=O (configuration not stated) | 113 | 0.6
CCCOC(=O)c1ccc2c(c1)C(=O)N(c1ccccc1)C2=O | 99 | -0.7
O=C(CSc1nnc(CNC(=O)c2ccccc2F)o1)Nc1ccc2c(c1)OCCO2 | 104 | 1.1
CC1CCc2nc3ncn(CC(=O)Nc4cccc(C#N)c4)c(=O)c3cc2C1 (configuration not stated) | 116 | 2.3
O=C(CSc1nccn1Cc1ccc(F)cc1)NCc1ccc(F)cc1 | 106 | -0.5
CCOC(=O)c1ccc(N2C(=O)c3n[nH]c(-c4ccco4)c3C2c2ccc(O)c(OCC)c2)cc1 (configuration not stated) | 101 | -1.6
CCOc1ccc(NC(=O)Cn2ccn(-c3ccc(F)c(F)c3)c(=O)c2=O)cc1 | 108 | 0.4
CCOC(=O)c1cn2c3c(ccc(C)c3c1=O)OC(CC)C2 (configuration not stated) | 104 | 1.1
COc1ccccc1NC(=O)c1c(C)nc(SCC(=O)OC(C)C)c(C#N)c1-c1ccco1 | 104 | 0.3
CC1CCN(C(=O)Cn2cnc3c(cnn3-c3ccccc3)c2=O)CC1 | 103 | 0.1
Brc1cc(Br)c2c(c1)C=C1CCCCCC1(N1CCOCC1)O2 (configuration not stated) | 99 | -0.8
O=C(O)c1cncc(O)c1 | 99 | -0.7
Cc1cccc(OCCSc2nc3ccc(NC(=O)c4cccs4)cc3s2)c1 | 111 | 1
CN1C(CC(O)c2ccccc2)CCCC1CC(O)c1ccccc1 (configuration not stated) | 100 | 0.1
O=S(=O)(c1ccc(NC(=S)Nc2ccc3c(c2)OCO3)cc1)N1CCOCC1 | 99 | -0.8
Cc1csc2nc(-c3cccc(NC(=O)c4ccccc4F)c3)cn12 | 108 | 0
CN=C1S/C(=C\c2ccc(N3Cc4ccccc4C3)cc2)C(=O)N1C | 103 | 0.2
O=C(c1ccc(Cn2c(=S)[nH]c3ccc(N4CCOCC4)cc3c2=O)cc1)N1CCC(N2CCCCC2)CC1 | 100 | -0.2
O=C(NCCc1ccccc1)c1ccc2c(c1)CCN2S(=O)(=O)c1ccccc1 | 110 | 0.9
Cc1ccc(CNc2nc(-c3ccco3)nn2C(=O)c2ccccc2[N+](=O)[O-])cc1 | 111 | 1
O=C(O)CCc1ccco1 | 98 | -2
O=C(NCCC(=O)N1CCN(C(=O)c2cccs2)CC1)Nc1ccccc1 | 102 | 0
CC1=C(C(=O)N(C)C)C(c2ccccc2C(F)(F)F)NC(=O)N1 (configuration not stated) | 97 | -0.5
NC(=O)CSc1nnnn1-c1ccccc1 | 106 | 0.3
CC(Sc1nc(-c2ccccc2)c(C#N)c(=O)[nH]1)C(=O)Nc1ccccc1 (configuration not stated) | 103 | 0.8

Another view of part of the listing above:
Sequence of screens: PV pol inh | PV pol inh FP z-score
COc1ccccc1NC(=O)c1c(C)nc(SCC(=O)OC(C)C)c(C#N)c1-c1ccco1
  104 | 0.3
CC1CCN(C(=O)Cn2cnc3c(cnn3-c3ccccc3)c2=O)CC1
  103 | 0.1
Brc1cc(Br)c2c(c1)C=C1CCCCCC1(N1CCOCC1)O2 (configuration not stated)
  99 | -0.8
O=C(O)c1cncc(O)c1
  99 | -0.7
Cc1cccc(OCCSc2nc3ccc(NC(=O)c4cccs4)cc3s2)c1
  111 | 1
CN1C(CC(O)c2ccccc2)CCCC1CC(O)c1ccccc1 (configuration not stated)
  100 | 0.1
O=S(=O)(c1ccc(NC(=S)Nc2ccc3c(c2)OCO3)cc1)N1CCOCC1
  99 | -0.8
Cc1csc2nc(-c3cccc(NC(=O)c4ccccc4F)c3)cn12
  108 | 0
CN=C1S/C(=C\c2ccc(N3Cc4ccccc4C3)cc2)C(=O)N1C
  103 | 0.2
O=C(c1ccc(Cn2c(=S)[nH]c3ccc(N4CCOCC4)cc3c2=O)cc1)N1CCC(N2CCCCC2)CC1
  100 | -0.2
O=C(NCCc1ccccc1)c1ccc2c(c1)CCN2S(=O)(=O)c1ccccc1
  110 | 0.9
Cc1ccc(CNc2nc(-c3ccco3)nn2C(=O)c2ccccc2[N+](=O)[O-])cc1
  111 | 1
O=C(O)CCc1ccco1
  98 | -2
O=C(NCCC(=O)N1CCN(C(=O)c2cccs2)CC1)Nc1ccccc1
  102 | 0
CC1=C(C(=O)N(C)C)C(c2ccccc2C(F)(F)F)NC(=O)N1 (configuration not stated)
  97 | -0.5
NC(=O)CSc1nnnn1-c1ccccc1
  106 | 0.3
CC(Sc1nc(-c2ccccc2)c(C#N)c(=O)[nH]1)C(=O)Nc1ccccc1 (configuration not stated)
  103 | 0.8

New compounds follow:
SMILES | PV pol inh | PV pol inh FP z-score
COc1ccc(NC(=O)c2c(N)c(C(=O)c3ccc(C)cc3)n3ccccc23)cc1OC | 108 | 0.3
CCOC(=O)c1c(C2CC2)csc1N | 102 | 0.2
COC(=O)c1ccccc1NC(=O)c1ccoc1C | 100 | 0.1
Cc1csc2nc(CSc3nnc(-c4cc5c(s4)CCC(C)C5)o3)cc(=O)n12 (configuration not stated) | 99 | -0.5
COc1cccc(C(O)c2nc3ccccc3n2C(C)C)c1OC (configuration not stated) | 100 | -0.5
COC(=O)C(C)Sc1ncnc2c1cnn2-c1ccccc1 (configuration not stated) | 100 | -0.5
COc1cc(NC(=O)C(C)OC(=O)C23CC4CC(CC(NC(C)=O)(C4)C2)C3)cc(OC)c1 (configuration not stated) | 101 | -0.1
COc1ccccc1NC(=O)COC(=O)Cc1cccc2ccccc12 | 101 | -0.3
CCC(=O)Nc1ccccc1-c1nc2ccccc2n(CC(=O)c2ccc(Cl)cc2)c1=O | 108 | 0.3
CCCn1c(=O)c2sccc2n2c(CCCC(=O)Nc3ccc(C)c(F)c3)nnc12 | 112 | -0.3
Cc1cccc(NC(=O)C2(C)Cc3ccccc3C(=O)O2)c1 (configuration not stated) | 108 | 0.2
CCOc1ccc(N2C(=O)CN(CC(=O)OC)C2=S)cc1 | 101 | 0.2
COc1ccc(NC(=O)Cn2c(=O)n(-c3ccc(CC(=O)NCC4CCCO4)cc3)c(=O)c3ccccc32)c(OC)c1 (configuration not stated) | 108 | 0.7
COCCNC(=O)c1nc2c(nnn2Cc2cc(C)ccc2C)c(=O)[nH]1 | 101 | -0.6
CCOC(=O)C1CCCN(Cn2ncn(C)c2=S)C1 (configuration not stated) | 107 | 0.3
COc1ccc2c(c1)c1ccccc1n2C | 103 | 0.8
CC(=O)Nc1cc(C(=O)N2CC(C)CC(C)C2)ccc1Sc1ccc(Cl)cc1 (configuration not stated) | 99 | -1.5
O=C(C[n+]1ccccc1)Nc1ccccc1 | 104 | 0.7
Cc1ccc(NC(=O)c2cc(S(=O)(=O)NCCC3=CCCCC3)ccc2F)cc1C | 102 | -1.2
COc1ccccc1NC(=O)/C=c1\[nH]c(=O)/c(=C\c2ccc(C#N)cc2)s1 | 101 | -0.3
Cc1oc2ncnc(N3CCOCC3)c2c1C(=O)NCCc1ccccc1 | 114 | 0.9
CC(C)(C)NC1CCCCC1NS(=O)(=O)c1ccc(Cl)cc1 (configuration not stated) | 102 | 0
O=C(NCc1cccs1)C(Cc1ccccc1)NS(=O)(=O)c1cccc2nsnc12 (configuration not stated) | 103 | 1.2
Cc1cc(C)c2oc(-c3cccc(NC(=O)c4ccc(Br)o4)c3C)nc2c1 | 104 | 0.4
Cc1ccc(CNc2ncnc3c2nc2n3CCCCC2)cc1 | 98 | -1.3
CCN(CC)S(=O)(=O)c1cc(-c2onc(C)c2C)ccc1OC | 108 | 0.3
Cc1cc(C)c(NC(=O)CSc2nccn2-c2cccc(Cl)c2)c(C)c1 | 113 | 1.4
O=C(O)CCc1cc(=O)[nH]o1 | 102 | 0.2
COc1ccc(NC(=O)Cn2c(=O)n(CCc3ccccc3)c(=O)c3cccnc32)cc1 | 100 | -0.7
COc1cccc(NC(=O)c2cccc3c(=O)c4c([nH]c23)CCCC4)c1 | 99 | -1.3
CN(Cc1ccccc1)C(=O)CC(=O)N(C)Cc1ccccc1 | 101 | 0.1
c1ccc(CCN2CCc3nc(N4CCN(c5ccccc5)CC4)ncc3C2)cc1 | 102 | 0.6
COc1ccc(CCNC(=O)c2oc3ccc4c(c3c2C)C(O)CC(C)(C)O4)cc1OC (configuration not stated) | 104 | 0.9
CCc1ccccc1NC(=O)c1cc(S(=O)(=O)N2CCC(C)CC2)cn1C | 110 | 0.8
COc1ccc(N2CCN(Cn3cnc4ccccc43)CC2)cc1 | 99 | 0.1
O=C(COc1ccc(F)cc1)Nc1ccc2nc(SCc3ccccc3)sc2c1 | 108 | 0.3
CCOC(=O)c1cc(-c2ccccc2)n(CCC(=O)NCCc2ccccc2)c1C | 106 | 0.3
Cc1ccc(C)c(CN2C(=O)c3ccccc3Sc3ccc(C(=O)NCc4cccs4)cc32)c1 | 115 | 1.1
COC(=O)c1cn[nH]c1NC(=S)Nc1ccccc1C | 100 | -0.1
CCC(=O)NCCCc1nc2ccccc2n1Cc1ccccc1 | 102 | 0.1
Cc1cc(Cl)ccc1OCC(=O)NC1(C#N)CCCCC1 | 102 | 0
CC1=NC(C(F)(F)F)(C(F)(F)F)N=C(N(C)C)O1 | 101 | 0
CCOC(=O)c1ccc2c(c1)N(CC(=O)Nc1ccc(CC)cc1)C(=O)c1ccccc1S2 | 111 | 1.2
c1csc(-c2csc3ncnc(NC4CCCC4)c23)c1 | 98 | -0.4
O=C(NN1C(=O)CSC1=S)c1ccc(F)cc1 | 103 | 0
CCc1ccc(NC(=O)c2sccc2-n2cccc2)cc1 | 101 | -1
CCCOc1ccc(C(=O)NCC(c2ccc(OC)cc2)N2CCCCC2)cc1 (configuration not stated) | 104 | -0.6
OC1(c2cccc(F)c2)CC2CCC(C1)N2Cc1nnnn1CCc1ccccc1 (configuration not stated) | 104 | 0.5
Cc1ccc(NC(=O)CN2CCCN(Cc3ccccc3Cl)S2(=O)=O)c(C)c1 | 102 | -0.6
CCc1nnc2c3ccccc3nc(N3CCN(c4cc(Cl)ccc4C)CC3)n12 | 104 | -0.8

Remaining list, next part:
SMILES | PV pol inh | PV pol inh FP z-score
O=C(CC1Oc2ccc(Cl)cc2NC1=O)NCc1ccccc1 (configuration not stated) | 100 | -1.4
Cc1c(C(=O)N2CCCC2)c(S(=O)(=O)N2CCc3ccccc32)c(C)n1C | 100 | -0.4
Cc1c(Cl)cccc1NC(=O)Nc1nnc(N(C)C2CCCCC2)s1 | 99 | -1.9
CCn1cc(C(=O)N2CCN(Cc3ccc4c(c3)OCO4)CC2)c2cc(OC)c(OC)cc2c1=O | 99 | -0.1
CCN1CCN(C(=O)c2ccc(Cn3c(=O)[nH]c4cc(OC)c(OC)cc4c3=O)cc2)CC1 | 100 | 0.1
COc1ccccc1N1CCN(CCCNS(=O)(=O)c2ccc3c(c2)C(C)(C)C(=O)N3C)CC1 | 101 | -0.3
CN(CC(=O)Nc1ccc2c(c1)OCCO2)S(=O)(=O)/C=C/c1ccccc1 | 97 | -0.6
Cc1nc2ccccc2n1CCc1nc2c3ccccc3nc(SCC(=O)Nc3cccc(C(F)(F)F)c3)n2n1 | 110 | 1
COc1cc(-c2cc3n(C)c(C)c(CCC(=O)NC4CCC(C)CC4)c(=O)n3n2)cc(OC)c1OC (configuration not stated) | 107 | -0.1
CCOC(=O)c1ccc(NC(=O)CN2CCN(C(=O)c3ccco3)CC2)cc1 | 104 | 1
CC(C)Cn1c(NC(=O)NC(C)(C)C)c2ccccc2nc1=O | 103 | 0.2
CC1CC(O)(CC(O)(c2ccccc2)c2ccccc2)C(C)CN1C (configuration not stated) | 98 | -0.4
CN1CCCC(CC2c3ccccc3Sc3ccccc32)C1 (configuration not stated) | 99 | -0.1
CC(C)(C)OC(=O)N1CCC[C@H]1C(=O)N1CCN(c2ccccc2)CC1 | 97 | -1
Cc1ccc(Oc2ncccc2C(=O)NCC(=O)O)cc1 | 107 | 0.2
O=C(Cn1cc(I)c(=O)[nH]c1=O)N1CCOCC1 | 100 | -0.3
Cc1ccc(S(=O)(=O)/N=C(\N)Nc2nc(C)c3ccccc3n2)cc1 | 99 | -0.5
Cc1ccc(C(=O)Nc2ccc(OCc3cc(=O)n4c5c(sc4n3)CCCC5)cc2)cc1 | 99 | -1.7
CN1CCN(NC(=O)COc2ccc(C#N)cc2)CC1 | 106 | 0.5
CCN(CC)S(=O)(=O)c1ccc2c(c1)nc(-c1ccccc1)n2C | 100 | -0.3
Cc1cccc(N=Nc2c(C)[nH]n(C(N)=S)c2=O)c1 | 99 | -0.3

The list is partial; count on the stated rates, not on these rows.
